HT1080 IDH1KD tx – qHTS for induction of synthetic lethality in tumor cells producing 2HG: qHTS for the HT-1080-IDH1KD cell line; HT-1080 IDH1 knockdown viability, ATP luminescence, 48 h; Potency, µM (highest dose often 46.1 µM), without a hit: at the highest dose activity, negative = toxicity, most hits filed as cytotoxic; hit rate 2% among 360,000; AID 686971, 2013;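 further: potency means the concentration at half of the fitted maximal effect; 0% = DMSO wells and -100% = cell-free medium wells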
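Cytotoxicity counter-line: IDH1KD HT-1080, 48 h, CellTiter-Glo. Curves classed by r2, magnitude and activity.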
SW480 rereplic – A quantitative high throughput screen for small molecules that induce DNA re-replication in SW480 colon adenocarcinoma cells; SW480 DNA re-replication, Hoechst DNA content imaging, 48 h; Potency, µM (series often up to 46.1 µM), for the others: top-dose re-replication activation, hits mostly activators; hit rate 1.8% among 340,000; AID 624297, 2012; further: potency means the concentration at half of the fitted maximal effect; % of control where 0% means no effect; nearly all actives have a fitted effect of over 55% in size
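Treated cells incubate 48 hr (37 C, 5% CO2), are stained 40 min with Hoechst, and nuclear fluorescence is enumerated; a rise in nuclei with high DNA signal marks re-replication.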
KB-V1 cytotox – qHTS assay for MDR1-selective chemotherapeutics: Primary screen using the drug-selected MDR subline cells KB-V1 | Potency, µM (top dose mostly 46.1 µM), without a hit: top-dose activity change, negative = cytotoxicity, most hits filed as cytotoxic | hit rate 3.4% among 400,000 | KB-V1 MDR cells viability, CellTiter-Glo, 72 h | AID 1347076, 2019; further: potency means the concentration at half of the fitted maximal effect; on the % scale 0 is the no-effect control and ±100 the full control effect; nearly all actives have a fitted effect of over 60% in size
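Potencies derive from concentration-effect curves fitted to normalized luminescence (CellTiter-Glo) of KB-V1 cells treated for 72 h at 37 degrees C in phenol-red-free DMEM containing 10% FBS.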
MCF10A rerep – A quantitative high throughput screen for small molecules that induce DNA re-replication in MCF 10a normal breast cells; MCF 10A DNA re-replication, Hoechst nuclear intensity, 48 h; Potency, µM (series often up to 46.1 µM), for the others: at the top dose activity, positive = re-replication, hits mostly activators; hit rate 2.9% among 350,000; AID 624296, 2012; further: potency means the concentration at half of the fitted maximal effect; % of control where 0% means no effect; nearly all actives have a fitted effect of over 50% in size
IL1B secr inh – qHTS for Inhibitors of Inflammasome Signaling: IL-1-beta AlphaLISA Primary Screen; THP-1 LPS/ATP IL-1B secretion, AlphaLISA, 16 h; hits give low values; activity change, % at 57.5 µM; hit rate 4.7% among 360,000; AID 743279, 2014; in the data active means activity change below about -50%; inconclusive means mostly about -30% to -49%; further: on the % scale 0 is the no-effect control and ±100 the full control effect
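THP-1 cells pretreated 1 hr with compounds (up to 57.5 uM final), then stimulated with LPS (250 ng/mL final) plus ATP (1.25 mM final); secreted IL-1B measured by AlphaLISA after 16 hr, decreased signal indicating inhibition.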
KB-3-1 tox – qHTS assay for MDR1-selective chemotherapeutics: Primary screen using the parental adenocarcinoma cell KB-3-1; hit rate 1.4% among 400,000; Potency, µM (series often up to 46.1 µM), for inactives: top-dose activity change, negative = cytotoxic, actives largely listed as cytotoxic; KB-3-1 viability, CellTiter-Glo ATP luminescence, 72 h; further: potency means the concentration at half of the fitted maximal effect; on the % scale 0 is the no-effect control and ±100 the full control effect; nearly all actives have a fitted effect of over 60% in size
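Parental KB-3-1 viability, qHTS format: 72 h compound exposure, 37 °C; CellTiter-Glo; media-only wells and DMSO plates as controls; concentration-effect fits on corrected data.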
ATXN viability – Viability Counterscreen for Primary qHTS for Inhibitors of ATXN expression | S2 cells (HEK-293 line with an ATXN2-luciferase reporter) viability, CellTiter-Fluor protease fluorescence, 24 h | Potency, µM (highest dose often 56.7 µM), actives largely listed as cytotoxic | hit rate 0.49% among 400,000 | AID 651635, 2014; further: potency means the concentration at half of the fitted maximal effect; nearly all actives have a fitted effect of over 40% in size
ATXN2 expr inh – Primary qHTS for Inhibitors of ATXN expression | Potency, µM (doses to about 57 µM), inactives show top-dose activity change, negative = inhibition, usual class: inhibitors | hit rate 0.72% among 360,000 | HEK-293 ATXN2-luciferase reporter, luminescence, 24 h; further: potency means the concentration at half of the fitted maximal effect; on the % scale 0 is the no-effect control and ±100 the full control effect; nearly all actives have a fitted effect of over 55% in size
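qHTS (up to 57 uM final) was run with 24 h compound exposure of reporter cells at 37 °C. Each well was multiplexed: SteadyGlo luminescence measured ATXN2-luciferase expression after a fluorogenic Gly-Phe-AFC viability readout (25 uM final).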
HT1080NT lethal – qHTS for induction of synthetic lethality in tumor cells producing 2HG: qHTS for the HT-1080-NT fibrosarcoma cell line | HT-1080-NT fibrosarcoma viability, CellTiter-Glo ATP luminescence, 48 h | Potency, µM (top dose mostly 46.1 µM), inactives show at the highest dose activity, negative = less viability, most hits filed as cytotoxic | hit rate 1.6% among 360,000 | AID 686970, 2013;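 further: NT is the 2HG producing partner of a matched IDH1 knockdown line; potency means the concentration at half of the fitted maximal effect; 0% = DMSO-treated cells and -100% = media-only wells without cells; nearly all actives have a fitted effect of over 55% in size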
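Luminescent CellTiter-Glo readout after 48 hours of compound exposure at 37 degrees C defined viability of HT-1080-NT cells. Activity was normalized to DMSO wells and cell-free media wells; concentration-response curves were fitted and assigned curve classes.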
The depositor's hits bear a star; i = inactive; ? = inconclusive; . = not tested or not shown; [ ] = another dose, or the depositor's remark. Unless noted, the call rests on the fitted dose curve; in most records, active means well fitted curve in the direction sought with a large enough effect; inconclusive means small, poorly fitted or top-dose-only effect, or another doubt; inactive means no such curve, though single readings can be large; an effect the other way counts as inactive or inconclusive. No enrichment for hits; about 11% have a hit in one of these screens.

No.	mol	HT1080 IDH1KD tx	SW480 rereplic	KB-V1 cytotox	MCF10A rerep	IL1B secr inh	KB-3-1 tox	ATXN viability	ATXN2 expr inh	HT1080NT lethal
1	Cc1ccc(S(=O)(=O)Nc2ccc(C(=O)NCc3cccnc3)cc2)cc1	1.0%	-32.2%[inhibitor]	4.3%	-10.5%	i	-4.7%	i	5.5%	-6.5%
2	COc1ccc(CNCc2cccc(Oc3ccccc3)c2)cc1	?	-1.8%	?	2.6%	-79.9*	4.0%	i	-11.9%	-22.0%
3	COc1ccccc1OC(=O)Cc1cccc2ccccc12	16.2%	-2.5%	27.6%	7.9%	21.7	4.4%	i	13.2%	14.4%
4	N#CC1=C(SCC(=O)Nc2ccccc2)NC(=O)CC1c1ccc(O)cc1 (stereo unspecified)	-1.2%	-2.4%	2.8%	-3.2%	-6.8	-5.9%	i	31.9%	0.0%
5	COc1cc(CNC2CCCCC2OC)cc(OC)c1OC (stereo unspecified)	1.6%	5.4%	-12.9%	9.0%	7.8	15.1%	i	.	-8.5%
6	COc1ccc(CNC(=O)c2cc(-c3ccncc3)nc3c(C)cc(C)cc23)cc1OC	-9.9%	-1.7%	23.1µM*	?	-22.8	-23.5%	?	-18.7%	-17.9%
7	Cc1ccc([N+](=O)[O-])cc1NC(=S)NC(=O)C(C)(C)C	10.1%	3.7%	-7.9%	-8.4%	20.5	3.8%	i	-1.5%	?
8	CC(Sc1n[nH]c(N)n1)C(=O)Nc1ccc(Cl)cn1 (stereo unspecified)	-0.7%	-3.0%	?	-3.5%	13.4	19.7%	i	2.5%	-4.9%
9	Cc1cc(S(=O)(=O)Nc2ccc(C(=O)NCC(c3ccccc3)N(C)C)cc2)ccc1F (stereo unspecified)	4.1%	0.5%	3.9%	18.0%	-7.2	2.6%	i	2.5%	-1.3%
10	Cn1c(SCC(=O)c2ccccc2)nnc1-c1ccccn1	2.3%	-2.0%	-3.6%	0.7%	-9.4	-5.9%	i	22.6%	14.2%
11	Cc1noc(NS(=O)(=O)c2ccc(NC(=O)CC34CC5CC(CC(Br)(C5)C3)C4)cc2)c1C	7.9%	-3.9%	22.9%	3.5%	51.2	7.4%	i	-5.2%	15.8%
12	CC(C(=O)Nc1c2c(cc3c1CCC3)CCC2)N1CCCC1 (stereo unspecified)	1.0%	-9.3%	-25.2%	0.0%	16.6	-18.2%	i	-15.2%	-6.1%
13	Cc1ccc(-c2nn3cnnc3c3ccccc23)cc1	-7.2%	-19.6%	-0.6%	-19.3%	29.7	4.1%	i	-4.2%	-14.9%
14	Cc1ccc(S(=O)(=O)NN=CC=CC=NNS(=O)(=O)c2ccc(C)cc2)cc1	6.0%	.	9.5%	.	-3.9	3.7%	i	.	14.0%
15	Cc1ccc(-c2nc3sc4c(N)ncnc4c3c3c2CCCC3)cc1	1.4%	-8.6%	4.1%	6.5%	-5.9	-3.2%	.	.	-1.2%
16	Cc1cccc(NC(=O)CN(C2=NC3CS(=O)(=O)CC3S2)c2ccccc2F)c1 (stereo unspecified)	0.5%	-1.6%	-14.7%	0.6%	-22.6	-27.2%	i	9.0%	-4.0%
17	O=C(CN1CCN(Cc2ccccc2)CC1)Nc1cccc(C(F)(F)F)c1	?	1.2%	16.4µM*	13.1%	-3.1	-0.1%	i	-5.5%	-5.1%
18	COC(=O)C1CN(Cc2ccccc2)C(=O)C1=O (stereo unspecified)	-0.1%	-1.9%	8.7%	-4.6%	15.9	0.8%	i	5.4%	5.1%
19	CCCCCCCCCCOc1cc2c(=O)c(C(=O)OCC)c[nH]c2cc1OCC	.	-6.8%	.	-2.7%	.	.	i[5.17 µM]	0.2%[5.55 µM]	.
20	O=C1CN(CC(=O)NC2CCCc3ccccc32)CCN1 (stereo unspecified)	7.7%	-6.0%	?	-7.4%	-3.2	-1.5%	i	-3.6%	3.2%
21	Cn1c(CS/C(N)=N/N=C/c2ccccc2)c(Br)c(=O)n1-c1ccccc1	15.6%	-3.9%	4.6%	5.6%	-5.5	-7.7%	i	12.9%	20.1%
22	CC(C)N1CCN(Cc2ccsc2)CC1CCO (stereo unspecified)	3.2%	-1.5%	15.8%	4.0%	6.8	10.7%	i	-5.5%	3.5%
23	CCOc1ccc(-n2cnnn2)cc1S(=O)(=O)N1CCC(C)CC1C (stereo unspecified)	-7.3%	-7.2%	3.9%	-3.0%	6.6	?	?	-2.1%	-4.1%
24	COc1ccc(C(=O)Nc2ccc(NC(=O)Cc3ccccc3)cn2)cc1	-4.5%	6.2%	3.9%	21.5%	31.7	5.8%	i	-0.2%	-17.0%
25	CCN1C(=O)/C(=C\N(C)C)NC1=S	1.7%	-5.2%	27.4%	-2.1%	-1.5	16.6%	i	5.6%	10.7%

The last two compounds of the part above open the next one.
No.	mol	HT1080 IDH1KD tx	SW480 rereplic	KB-V1 cytotox	MCF10A rerep	IL1B secr inh	KB-3-1 tox	ATXN viability	ATXN2 expr inh	HT1080NT lethal
24	COc1ccc(C(=O)Nc2ccc(NC(=O)Cc3ccccc3)cn2)cc1	-4.5%	6.2%	3.9%	21.5%	31.7	5.8%	i	-0.2%	-17.0%
25	CCN1C(=O)/C(=C\N(C)C)NC1=S	1.7%	-5.2%	27.4%	-2.1%	-1.5	16.6%	i	5.6%	10.7%
26	CCn1cc([N+](=O)[O-])c(C(=O)N2CCN(C(=O)c3ccco3)CC2)n1	1.1%	-1.0%	4.3%	0.8%	0.0	-1.1%	i	-7.3%	3.2%
27	O=C(CN1CCCc2ccccc21)Nc1cccc(S(=O)(=O)N2CCCC2)c1	-0.4%	.	?	.	19.6	0.5%	i	.	2.3%
28	Cc1cccc(Oc2nc3c(c(=O)n(C)c(=O)n3C)n2Cc2ccccc2)c1C	.	.	8.1%	.	.	11.6%	i	0.3%	.
29	O=C1c2cccc3c2N(CCC3)C(=O)C1(F)c1ccccc1 (stereo unspecified)	2.5%	-65.9%[inhibitor]	15.7%	0.6%	-0.4	0.9%	i	-8.5%	-14.0%
30	CC(CN)(NS(=O)(=O)c1ccccc1)c1ccccc1 (stereo unspecified)	-4.2%	-4.0%[9.22 µM]	-11.9%	-27.9%	4.9	-3.3%	i	1.1%	0.5%
31	COc1ccccc1CNC(=S)Nc1ccc(F)cc1	5.7%	-0.9%	0.0%	3.0%	10.3	1.6%	i	6.7%	6.9%
32	COc1ccccc1C(=O)Nc1ccc2c(c1)nc1n2CCN(Cc2ccccc2)C1	-22.1%	-0.9%	?	11.1%	.	-8.6%	i	-25.7%	-8.9%
33	Cc1nnc(SCC(=O)Nc2nsc(-c3ccc(C(C)(C)C)cc3)n2)s1	1.0%	-3.1%	-1.6%	15.3%	0.9	-5.2%	i	94.3%[activator]	-3.1%
34	O=C(c1ccc(COc2ccccc2Cl)o1)N1CCOCC1	-2.1%	-26.0%	-1.0%	-12.0%	-1.6	-2.9%	i	4.6%	16.1%
35	COc1ccc(CN2CCNC(=O)C2CC(=O)N(C)CCC2CCOCC2)c(OC)c1 (stereo unspecified)	15.4%	0.4%	10.7%	?	2.9	17.7%	i	1.6%	3.7%
36	Cc1cccc(C)c1NC(=O)CN	10.4%	18.4µM*	?	-8.3%	0.2	-1.7%	i	6.2%	?
37	CCn1cc(C(=O)N2CCc3ccccc32)c(=O)c2cc(S(=O)(=O)N3CCCCCC3)ccc21	-0.2%	20.0%	0.0%	21.0%	-13.0	17.2%	i	-0.2%	-7.7%
38	O=C(Nc1ccc(Cl)cc1Cl)C1CCC(=O)N1Cc1ccccc1Cl (stereo unspecified)	-5.4%	0.7%	-20.0%	1.6%	-11.9	1.5%	i	-9.9%	-4.7%
39	CC1=C(C(=O)N(C)C)CC(CC(=O)NCCCCc2ccccc2)C(=O)N1Cc1ccc(F)cc1 (stereo unspecified)	-5.3%	.	-22.0%	.	22.4	2.0%	i	-13.5%	-3.7%
40	CCCCNC(=O)C(CC)(ONc1ccccc1C(F)(F)F)c1ccccc1 (stereo unspecified)	0.0%	?	-13.7%	19.1%	?	-15.1%	i	-12.3%	-8.8%
41	CN(CC(=O)Nc1ccccc1Br)C(=O)Cn1[nH]c(=O)c2ccccc2c1=O	-15.5%	-10.6%	?	-4.3%	13.2	-4.0%	i	.	0.0%
42	COc1ccc(S(=O)(=O)Nc2ccc(Oc3ncccn3)c(Cl)c2)cc1	-4.6%	-17.7%	-0.1%	20.2%	28.8	1.7%	i	-1.8%	-12.8%
43	Cc1ccc(C)c(NC(=O)C(OC(=O)c2ccc(CO)cc2)c2ccccc2)c1 (stereo unspecified)	-9.5%	2.7%	0.0%	-0.7%	8.7	-3.5%	i	11.5%	-14.3%
44	Cc1ccc(-n2c3c(cc(-c4nc(-c5ccc(Cl)cc5)cs4)c2=O)C(=O)CC(C)(C)C3)cc1C	.	.	?	.	.	-7.9%	i	-1.4%	.
45	S=C(Nc1ccccc1)N1CCN(C(=S)c2ccccc2)CC1	-0.9%	-9.8%	1.6%	-9.4%	7.1	-14.0%	i	30.7%	-4.7%

Screens (PubChem)
